LRH-1 inv ag: inverse agonists of human LRH-1 (NR5A2); HEK293T StAR-luciferase reporter, LRH-1 transfected, 24 h; inhibition, % at 3.6 µM; O00482; 360,000 compounds, 0.13% hits;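 active means inhibition above the mean inhibition of all tested compounds plus 3 SD, cut at about 73% in these data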;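 further: 0% = DMSO wells and 100% = reporter-only cells lacking LRH-1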
TRAIL sens C8: sensitizes caspase-8 expressing cells to TRAIL | NB7+C8 cells + TRAIL, ATPlite viability luminescence | 360,000 compounds, 1% hits | inhibition (viability loss, TRAIL sensitization), % at 10 µM;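 active means compounds causing at least 50% loss of cell viability in the single-dose screen, relative to plate controls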
TROY signal inh: TROY signaling inhibition. Q293 LMP1-TROYcd NF-kB luciferase reporter, 4 h. inhibition, % at 10 µM. 360,000 compounds, 0.98% hits;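 active means compounds whose plate-normalised and pattern-corrected inhibition of the luciferase reporter signal at the single screening dose is 50% or more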
NOD2 RIPK2 PPI: NOD2-RIPK2 protein interaction inhibition | O43353 | CHO BLA complementation NOD2-RIPK2, CCF4 ratio | inhibition, % at 4.98 µM | 360,000 compounds, 0.38% hits | AID 624267; in the data active means inhibition above about 21%;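 further: 0% = vehicle only and 100% = reference blocker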
Vif inh: HIV Vif inhibition; AID 602346; inhibition, % at 7.49 µM; 340,000 compounds, 0.35% hits; HEK293T cells, Vif self-association by quenched fluorescence, imaging, 24 h; in the data active means inhibition above about 50%, passing the limit was not always enough; further: some results filed as inactive read as strong as hits
TLR9-MyD88 block: TLR9-MyD88 interaction inhibition; CHO BLA complementation TLR9-MyD88, CCF4 FRET ratio; AID 504734; Q9NR96+Q99836; 340,000 compounds, 0.21% hits; inhibition, % at 4.98 µM;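 active means inhibition above the mean over all tested compounds plus 3 SD, cut at about 21% in these data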;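 further: 0% = DMSO only wells and 100% = clavulanate BLA inhibitor control wells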
NCOA3 inh: inhibitors of human steroid receptor coactivator 3 (SRC3); Q9Y6Q9; HEK293 GAL4-SRC3 luciferase reporter, luminescence; inhibition, % at 3.6 µM; 360,000 compounds, 0.17% hits; AID 588352;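 active means inhibition above a per-campaign cutoff, the mean of all compounds plus 3 SD, cut at about 60% in these data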;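 further: 0% = DMSO-treated cells and 100% = gossypol-treated cells at 36 µM; higher means less SRC3-driven luciferase light from the GAL4 reporter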
SRC2 inh: human SRC2 (NCOA2) inhibition; HEK293 GAL4-SRC2 luciferase reporter, luminescence; inhibition, % at 9 µM; 370,000 compounds, 0.17% hits; AID 651957;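 active means inhibition above the mean inhibition of all tested compounds plus 3 SD, set per campaign, cut at about 52% in these data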;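 further: 0% = DMSO treated cells and 100% = cells given Gossypol at 36 µM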
NCOA1 inh: human NCOA1 inhibition; AID 588354; Q15788; HEK293 GAL4-SRC1 luciferase reporter, luminescence; 360,000 compounds, 0.12% hits; inhibition, % at 3.6 µM;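 active means inhibition above the campaign mean plus 3 SD, with each screening campaign given its own cutoff, cut at about 60% in these data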;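 further: 0% = DMSO treated cells and 100% = gossypol at 36 µM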
EBV LMP1 NFkB: Epstein-Barr LMP1 NF-kappaB reporter inhibition. LMP1-induced NF-kappaB luciferase reporter cells, luminescence. inhibition, % at 12.5 µM. 350,000 compounds, 0.69% hits; in the data active means inhibition above about 41%;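 further: 0% = neutral control wells and 100% = reference inhibitor control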
COUP-TFII inh: NR2F2 (human) inhibition, primary screen. P24468. HEK293T NGFI-A luciferase reporter, luminescence. inhibition, % at 8.6 µM. 370,000 compounds, 0.7% hits;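 active means inhibition above a per-plate cutoff, mean inhibition of test wells between control levels plus 3 SD, cut at about 38% in these data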;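 further: cells cotransfected with COUP-TFII expression vector driving the NGFI-A reporter; 0% = median of COUP-TF2 test wells and 100% = reporter-only cells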
* marks the source's active call; other numbers are inactive results; / = no result given. Only part of the results is shown; rates above refer to the full screens.

Fields – LRH-1 inv ag	TRAIL sens C8	TROY signal inh	NOD2 RIPK2 PPI	Vif inh	TLR9-MyD88 block	NCOA3 inh	SRC2 inh	NCOA1 inh	EBV LMP1 NFkB	COUP-TFII inh
COCc1[nH]nc2c1C(C1C=CCCC1)C(C#N)=C(N)O2 (stereo not drawn)
    -2	16	-8	3	/	-7	-16	22	11	-11	-15
Nc1cc(=O)[nH]c(SCc2ccccc2Cl)n1
    -2	-15	-11	-8	-2	6	11	15	-2	-7	-9
Cc1ccc(C(C)C)cc1S(=O)(=O)NC1CC(C)(C)NC(C)(C)C1
    -23	-15	6	-12	14	-10	15	7	-6	3	7
FC(F)(F)c1nc(-c2ccncc2)ncc1-c1nnnn1-c1ccccc1
    1	-5	-7	-19	-1	-3	7	-14	4	-3	9
COc1ccc(NC(=O)CN(C)C(=O)c2cc(S(=O)(=O)N3CCCCCC3)ccc2OC)cc1
    9	-5	-6	-8	0	2	8	14	10	4	-2
COc1cccc(CNC(=O)c2cccc(S(=O)(=O)N3CCN(Cc4ccccc4)CC3)c2)c1
    14	11	15	4	0	-15	1	31	16	2	-12
CS(=O)(=O)N1CCc2ccccc2C1
    -3	2	3	-2	16	3	7	-21	1	9	-10
CCC(C)(C)n1nnnc1C(CC(C)C)N1CCC(C(N)=O)CC1 (stereo not drawn)
    13	-5	14	-3	9	0	-2	2	-1	-7	3
Cc1cc2nc(-c3cccc(Br)c3)c(CC(C)(C)C)n2c(C)c1Br
    16	3	-4	-5	/	/	6	-23	2	/	-7
[N-]=[N+]=NC[C@H](Cc1ccccc1)N1CC[C@@H](O)CCC1=O
    11	-3	-5	-11	/	8	7	5	5	2	-21
O=C(N/N=C/C=C/c1ccccc1)c1ccccn1
    -142	12	-78	1	-4	-4	-57	-46	-52	-22	-24
CN(CC#CCC(c1ccccc1)c1ccccc1)C(C)(C)C
    -22	5	-6	3	-3	-6	0	22	-6	2	13
COc1cccc(CNc2ccc(F)c(Cl)c2)c1OC
    28	-5	-7	-6	-7	5	8	-8	14	-8	7
O=C(NC1CCCCC1)NC1CCN(C(=S)NCc2ccco2)CC1
    -19	-13	1	-10	3	-3	-9	14	7	-5	16
C/C(CC(=O)NCc1ccco1)=N\NC(=O)Cc1cccc2ccccc12
    -27	-10	-2	-11	/	-13	10	-2	4	-2	-1
O=C(NNC(=O)C(O)(c1ccccc1)c1ccccc1)C1CC1
    8	-2	6	-6	3	7	18	-3	-5	-7	3
Cc1ccc(S(=O)(=O)CCC(=O)NCc2ccco2)cc1
    -1	-14	-4	-8	9	3	14	1	1	-9	-2
Cc1cc(NC(=O)c2c(F)cccc2F)n(-c2nc3ccccc3[nH]2)n1
    18	5	2	3	-10	-9	-32	15	-10	20	2
COc1ccc(-c2cc(N3C(=O)Nc4ccccc4N3O)n[nH]2)c(OC)c1
    -21	1	1	-7	-2	-4	25	-3	35	14	-4
COCCNC(=O)Cn1nc(C(F)(F)F)c(Cl)c1C
    -4	9	18	-9	1	-5	-6	-9	2	-3	13

The listing continues.
Fields – LRH-1 inv ag	TRAIL sens C8	TROY signal inh	NOD2 RIPK2 PPI	Vif inh	TLR9-MyD88 block	NCOA3 inh	SRC2 inh	NCOA1 inh	EBV LMP1 NFkB	COUP-TFII inh
COCc1cc(/C=N\NC(=O)COc2ccccc2)ccc1OC
    13	-4	-17	-4	-1	7	-10	3	-52	-8	-27
CCC(C)(C)C1CCc2c(sc(NC(=O)c3cccs3)c2C(N)=O)C1 (stereo not drawn)
    -18	11	-6	0	-1	12	-2	2	-15	1	3
Cn1c(NCCOc2ccccc2Cl)nc2cc(-c3ccc(F)cc3)sc2c1=O
    -54	11	1	-4	-6	/	5	-2	-138	/	5
O=C(CN1CCN(c2ccccn2)CC1)Nc1cc(F)ccc1F
    3	-6	-20	-6	/	-9	3	0	-6	0	-4
COc1ccc(CN2CCN(S(=O)(=O)c3ccc(C)cc3)CC2)cc1Br
    -2	1	1	3	6	3	5	-3	5	8	2
Cc1nn(C)c(C(=O)N/N=C/c2ccccn2)c1[N+](=O)[O-]
    -11	-5	-12	-14	0	-1	1	3	-15	4	20
O=C(CSc1nc(Cc2ccccc2)nc2ccccc12)c1ccc2c(c1)OCCO2
    -3	-17	9	4	-11	3	9	-5	-7	6	5
O=C1CCC([N+](=O)[O-])C(c2ccccc2Cl)N1 (stereo not drawn)
    0	-4	-1	-5	/	4	4	-12	1	9	18
O/C(=C\c1ccc2ccccc2n1)c1ccncc1
    -105	37	-23	1	-7	10	-87	-61	-98	-4	-49
O=C(CSc1ccc(-c2cccnc2)nn1)Nc1ccccc1
    12	7	-18	-7	2	1	14	0	-12	3	-1
O=C(CSc1ncccn1)NC1CCS(=O)(=O)C1 (stereo not drawn)
    8	-1	-9	1	-43	-15	15	-5	13	-3	-9
c1ccc2c(N3CCCCCC3)nc(-c3ccncc3)nc2c1
    16	-8	22	4	-8	1	23	3	-5	8	27
O=S(=O)(NCCOc1ccccc1Cl)c1ccc2oc3ccccc3c2c1
    -4	-12	31	0	20	3	14	-9	14	-3	6
Cc1cc2c(cc1S(=O)(=O)Nc1c(C)cccc1C)n(C)c(=O)c(=O)n2C
    -23	8	3	4	11	2	20	-17	5	-1	7
COc1ccc2cc(CCNC(=O)c3ccc(Br)o3)c(=O)[nH]c2c1
    -1	4	-8	-9	2	-1	-34	0	-6	-3	-7
Cc1noc(C(=O)N(C)c2ccccc2)c1Cl
    0	-4	-10	8	0	2	4	6	14	-4	14
Cc1ccccc1/C=N/NC(=O)c1sccc1C
    -156	20	-41	-2	-3	-11	-81	-53	-99	-15	-71
COc1ccc(-c2nc(NC(C)=O)sc2-c2ccc(OC)cc2)cc1
    17	-15	7	0	-3	-2	14	-14	2	-7	-6
COc1cccc(OC)c1C(=O)OCC(=O)NCCNC(=O)COC(=O)c1c(OC)cccc1OC
    -12	-9	5	-8	-2	4	-12	-5	5	4	4
CCCC(=O)N1CCC1(C)C(=O)Nc1ccccc1-c1ccccc1 (stereo not drawn)
    1	-12	-18	7	/	/	0	-11	-27	/	1

(further entries)
Fields – LRH-1 inv ag	TRAIL sens C8	TROY signal inh	NOD2 RIPK2 PPI	Vif inh	TLR9-MyD88 block	NCOA3 inh	SRC2 inh	NCOA1 inh	EBV LMP1 NFkB	COUP-TFII inh
CCOc1ccc(NC(=O)NCCN2C(C)CCCC2C)cc1 (stereo not drawn)
    0	-7	-5	-9	4	-6	3	10	3	11	1
COc1ccc(-c2nnc(SCc3ccccc3F)o2)cc1OC
    -60	-1	-82	11	-4	4	-59	-22	-58	-13	-15
CCOC(=O)C1(CCOc2ccccc2)CCN(Cc2ccc(O)c(OC)c2)CC1
    18	12	3	-8	2	4	-14	15	14	4	-2
c1ccc(-c2nnc3sc(CN4CCc5ccccc54)cn23)cc1
    40	2	-22	0	-4	-7	25	-6	10	9	-5
CCN(CC)S(=O)(=O)c1cccc(C(=O)NCC2(N3CCOCC3)CCCCC2)c1
    19	-13	3	-2	-10	1	11	-25	-1	-8	15
Cc1cccc(NC(=O)c2ccc(COc3ccc(Cl)cc3Cl)o2)n1
    -13	5	-33	-4	-1	-5	7	1	3	-20	2
O=C1c2cccc3cccc(c23)N1CN1CCN(c2ccccn2)CC1
    1	-9	-12	-5	/	7	7	-24	9	3	1
CC(CC(=O)O)C(=O)c1ccc(Cl)c([N+](=O)[O-])c1 (stereo not drawn)
    -5	-23	7	10	-3	-9	-9	-1	-5	-5	12
CC1(Cc2ccc(Cl)c(Cl)c2)C(=O)Nc2c(Cl)ccc(Cl)c21 (stereo not drawn)
    -2	14	-4	-4	-4	/	12	-20	15	/	-12
O=C1Nc2cc(C(=O)NCCCN3CCCC3)ccc2S/C1=C\c1ccccc1
    1	11	-18	-8	9	-12	4	0	0	-6	-14
CC(NS(C)(=O)=O)C(c1cccs1)N1CCN(C)CC1 (stereo not drawn)
    16	10	6	-10	-5	8	20	-1	-3	-1	-13
CCN(CC)CCN1C(=O)C(=O)/C(=C(/O)c2ccc(F)cc2)C1c1cccnc1 (stereo not drawn)
    -4	-13	5	0	9	6	6	9	0	2	-23
Cc1ccc(/C=C2\CCC(C3CCCC3)C2=O)cc1 (stereo not drawn)
    -39	6	11	-3	5	4	-56	-45	-66	-21	1
CC1CCN(CCOc2ccccc2-c2ccccc2)CC1
    -6	2	-4	-5	/	-2	28	3	7	4	19
Cc1ccc(S(=O)(=O)N2CCCCC2)cc1NC(=O)CSc1nccn1C
    1	5	-11	-3	0	0	10	-1	-15	-4	18
CCCCN(C(=O)c1cccs1)c1c(N)n(Cc2ccccc2)c(=O)[nH]c1=O
    -1	0	-5	5	21	-3	12	3	-7	-3	-2
COc1ccc(NC(=O)Nc2ccccc2F)cc1
    -192	44	-33	-8	-4	-9	-86	-28	-92	-29	-67
COCc1cc(=O)[nH]c2cc(NC(=O)C(C)(C)CCl)c(C)cc12
    -17	2	-2	-10	0	8	15	-16	-19	10	-14
CS(=O)(=O)N1CCCC(C(=O)Nc2c(F)cccc2F)C1 (stereo not drawn)
    0	-19	-9	1	-1	-3	9	19	-46	-1	-11
Cc1cc(NC(=O)c2cccnc2)ccc1Br
    -85	3	-38	-4	-3	-1	-55	-53	-51	-2	-44

(more compounds)
Fields – LRH-1 inv ag	TRAIL sens C8	TROY signal inh	NOD2 RIPK2 PPI	Vif inh	TLR9-MyD88 block	NCOA3 inh	SRC2 inh	NCOA1 inh	EBV LMP1 NFkB	COUP-TFII inh
CC(C)Oc1ccc(/C=N/NC(N)=S)cc1
    3	1	-32	-9	0	-3	-41	-63	-48	-18	-24
O=C(O)CCCC(=O)N1N=C(c2ccccc2)CC1c1ccc2c(c1)OCO2 (stereo not drawn)
    6	-5	-7	-8	-4	4	-22	-8	-32	5	5
CC(C)Nc1nc(NC(C)C)nc(SCC(N)=O)n1
    6	-3	2	-4	2	-8	-7	7	-10	5	6
O=C(COC(=O)CNC(=O)c1ccccc1F)Nc1nnc(-c2ccccc2)o1
    -27	-8	-6	-1	15	-25	-12	-4	-7	-2	-20
Cn1c(=O)n(Cc2ccc(Cl)cc2)c2ccccc21
    17	-14	0	-6	3	-3	11	7	-3	-10	-2
Cc1cnc(C(=O)OCC(=O)Nc2ccc(C)c(S(=O)(=O)N3CCCCC3)c2)cn1
    -10	-9	-4	-9	-2	-7	-4	3	-2	-6	14
O=C(NCc1ccccn1)c1ccc2ccccc2n1
    26	5	-5	-1	-3	3	-3	8	-13	-1	-4
COc1ccc(OCc2nn3c(Cn4cnc5ccccc54)nnc3s2)cc1
    17	-3	30	3	-1	4	15	-12	9	6	14
COCCN(CCOC)S(=O)(=O)c1ccc(C(=O)Nc2nc(C)c(C(C)=O)s2)cc1
    4	-14	-12	17	/	3	-13	11	-7	-1	-11
Cc1cc(NC(=O)COC(=O)C2CC(=O)N(c3ccccc3)C2)no1 (stereo not drawn)
    -4	-15	-2	-10	-27	-1	-8	0	8	-6	-15
CC(C)c1ccccc1-n1c(SCC(=O)N2CCc3ccccc3C2)nc2ccccc2c1=O
    -10	14	54*	0	1	-2	3	12	-6	-2	2
COc1ccc(NC(=O)C2CCCN(c3nn4c(=O)cc(C)nc4s3)C2)c(OC)c1 (stereo not drawn)
    -7	-28	7	-3	-24	-8	7	3	-14	0	1

Bioassay records from PubChem.
